# Rab9 prom act – Rab9 promoter activation; Huh7 Rab9 promoter-luciferase reporter, luminescence, 24 h; Potency, µM (titrated, usually from 9.22 µM), inactives show at the highest dose activation, negative = inhibition, usual class: activators; 320,000 compounds, 2.8% hits; AID 485297; note: % of control where 0% means no effect; nearly all actives have a fitted effect of over 60% in size
#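 Luciferase signal after 10 min detection reagent at ambient indicates Rab9 promoter upregulation; stably transfected Huh7 cells were treated 24 h with compound in DMSO at 37 °C, 5% CO2.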
# RORg inh – ROR gamma (mouse) transcription inhibition | 310,000 compounds, 5.4% hits | Drosophila S2 Gal4-RORgamma UAS-luciferase reporter, 20 h | P51450 | Potency, µM (titrated, usually from 53.6 µM), for the others: top-dose activity change, negative = inhibition, usual class: inhibitors | AID 2551; note: % is set by controls: 0 for no effect and ±100 for the full control effect; nearly all actives have a fitted effect of over 60% in size
#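 A Gal4/UAS one-hybrid system in insect cells: metallothionein-promoter Gal4–ROR gamma fusion plus Photinus luciferase reporter. Copper sulfate 700 uM final, 20 hr ambient incubation, luminescent detection after 10 min with reagent.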
# MBNL1 CUG block – blocks human MBNL1 binding to CUG repeat RNA. AID 2675. TR-FRET MBNL1-His/biotin-(CUG)12 binding, 665/545 ratio. 280,000 compounds, 0.036% hits. Q9NR56. Potency, µM (titrated, usually from 57.5 µM), for the others: at the highest dose activity change, negative = inhibition, usual class: inhibitors; active = well fitted inhibition curve with a large enough effect in the signal ratio, with a control signal flat, not every such curve was filed as active; inconclusive = small, poorly fitted or top-dose-only effect, or effect the other way, or a change in a side signal; inactive = no such curve, though single readings can be large or run the other way; the % refers to the signal ratio; note: % is set by controls: 0 for no effect and ±100 for the full control effect
# Target sequence (Q9NR56 whole entry, looked up): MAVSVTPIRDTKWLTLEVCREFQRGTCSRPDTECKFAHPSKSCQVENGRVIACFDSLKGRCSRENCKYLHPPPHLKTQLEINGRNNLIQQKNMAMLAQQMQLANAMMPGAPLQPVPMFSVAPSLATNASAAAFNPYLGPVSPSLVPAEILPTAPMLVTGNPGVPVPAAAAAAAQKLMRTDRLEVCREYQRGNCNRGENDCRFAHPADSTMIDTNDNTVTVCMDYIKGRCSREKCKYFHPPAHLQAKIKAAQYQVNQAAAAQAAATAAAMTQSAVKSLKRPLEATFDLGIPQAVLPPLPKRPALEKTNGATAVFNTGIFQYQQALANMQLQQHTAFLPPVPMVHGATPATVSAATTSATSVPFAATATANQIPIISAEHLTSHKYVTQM
#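 His-tagged MBNL1 binding to biotinylated (CUG)12 RNA was measured by TR-FRET using terbium anti-His antibody (0.055 ng/ul final) and streptavidin-XL665 (5 nM final). Compounds were titrated 92 nM to 58 uM; 60 min at room temperature.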
# BRCA1 expr act – increases BRCA1 expression; MCF7-BRCA1-FFLuc reporter, luminescence, 48 h; response scale: scaled: vehicle 0%, 10 µM genistein 100%; Potency, µM (doses to about 46.1 µM), for the others: at the top dose activation, usual class: activators; 380,000 compounds, 1.1% hits; AID 624202; note: nearly all actives have a fitted effect of over 80% in size; some results filed as inactive show a strong effect at the top dose
#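 Activators of BRCA1 expression were detected as increased firefly luciferase luminescence in engineered MCF7 cells after 48 h compound incubation. Signals were scaled to genistein 10 microM as full activation.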
# FLuc modulator – counter-screen for miR-21 project: firefly luciferase inhibitors or activators | P08659 | purified FLuc, Km substrates, luminescence inhibition | Potency, µM (doses to about 57.5 µM), for inactives: top-dose activity change, negative = inhibition, hits mostly inhibitors | 360,000 compounds, 6.9% hits | AID 588342;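 note: plate controls were vehicle for no effect and reference inhibitor for full effect; nearly all actives have a fitted effect of over 55% in size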
# Target sequence (P08659 whole entry, looked up): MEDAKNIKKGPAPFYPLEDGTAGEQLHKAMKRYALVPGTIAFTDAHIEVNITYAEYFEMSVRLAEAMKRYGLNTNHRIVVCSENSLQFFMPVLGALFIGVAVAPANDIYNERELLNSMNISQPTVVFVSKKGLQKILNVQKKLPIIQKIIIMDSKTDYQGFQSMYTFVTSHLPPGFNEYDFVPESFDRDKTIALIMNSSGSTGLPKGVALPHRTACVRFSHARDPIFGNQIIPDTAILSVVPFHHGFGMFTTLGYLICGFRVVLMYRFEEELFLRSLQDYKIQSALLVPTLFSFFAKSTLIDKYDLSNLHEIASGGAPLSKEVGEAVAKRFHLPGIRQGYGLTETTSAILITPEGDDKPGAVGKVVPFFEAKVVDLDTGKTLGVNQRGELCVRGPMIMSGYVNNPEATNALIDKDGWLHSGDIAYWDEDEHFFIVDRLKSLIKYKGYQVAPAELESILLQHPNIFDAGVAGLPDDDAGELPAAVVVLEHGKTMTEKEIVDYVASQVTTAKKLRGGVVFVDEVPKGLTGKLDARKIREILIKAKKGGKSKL
#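 Biochemical qHTS of compounds, final roughly 60 µM downward over six points, against 10 nM purified firefly luciferase using Km concentrations of substrates (10 uM D-luciferin, 10 uM ATP) in Tris acetate pH 7.5 buffer; luminescence output.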
# ELG1 genotoxic – inducers of genotoxicity in HEK293T ELG1-luciferase cells | HEK293T ELG1-luciferase reporter, luminescence, 16 h | Potency, µM (titrated, usually from 46 µM), inactives show at the top dose activity change, positive = activation, most hits filed as activators | 330,000 compounds, 1.3% hits | AID 504466; note: % of control where 0% means no effect; nearly all actives have a fitted effect of over 60% in size
#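 HEK293T cells expressing luciferase-tagged ELG1 were exposed to compound or DMSO vehicle for 16 hr at 37 °C and 5% CO2. Luciferase activity was then measured with ONE-Glo after 30 min at room temperature.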
# VP16 counter – inhibits Gal4-VP16 luciferase reporter, ROR gamma counter-screen. Drosophila S2 Gal4-VP16 UAS-luciferase, luminescence, 20 h. Potency, µM (series often up to 53.6 µM), inactives show top-dose activity, negative = inhibition, most hits filed as inhibitors. 310,000 compounds, 3.5% hits. AID 2546;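 note: Gal4-VP16 expression switched on by copper sulfate through the metallothionein promoter; % is set by controls: 0 for no effect and ±100 for the full control effect; nearly all actives have a fitted effect of over 50% in size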
# p53 reactivation – mutant p53 re-activation in reporter cells | H1299 p53-A138V BP100-luciferase reporter, luminescence, 24 h | Potency, µM (series often up to 92.2 µM), for the others: top-dose activity change, positive = activation, usual class: activators | 320,000 compounds, 0.063% hits; note: % of control where 0% means no effect; nearly all actives have a fitted effect of over 45% in size
#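 p53-null H1299 cells stably carrying temperature-sensitive p53-A138V and a BP100-luciferase reporter were pinned with compounds (4-point, 1:5 series) and held 24 hrs at 37 deg C. Luminescence was read 10 min after detection reagent.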
# NPC1 promoter act – NPC1 promoter activation. Huh7 NPC1 promoter luciferase reporter, 24 h. Potency, µM (series often up to 9.22 µM), inactives show top-dose activation, actives largely listed as activators. 320,000 compounds, 2.4% hits. AID 485313;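 note: % of control where 0% means no effect; nearly all actives have a fitted effect of over 60% in size; reporter is driven by a mutant NPC1 promoter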
#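 Huh7 reporter cells (NPC1 promoter driving luciferase) are dosed with compound for 24 h at 37 °C, 5% CO2; luciferase detection reagent is then added and luminescence measured after 10 min at ambient temperature.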
# uPA generation – blocks generation of uPA at the cell surface; cell surface uPA generation assay, qHTS; AID 540303; 330,000 compounds, 0.31% hits; Potency, µM (doses to about 38.3 µM), without a hit: at the top dose activity change, negative = inhibition, most hits filed as inhibitors; active = well fitted inhibition curve with a large enough effect; inconclusive = small, poorly fitted or top-dose-only effect; inactive = no such curve, though single readings can be large or run the other way; tested in mouse RAW 264.7 cells; note: % is set by controls: 0 for no effect and ±100 for the full control effect; nearly all actives have a fitted effect of over 55% in size
# * = called active by the depositor; u = inconclusive; x = not tested or not shown; [ ] = another dose, or the depositor's remark. Unless noted, calls come from the whole dose curve; as a rule, active = well fitted curve in the direction sought with a large enough effect; inconclusive = small, poorly fitted or top-dose-only effect, or another doubt; inactive = no such curve, though single readings can be large; an effect the other way counts as inactive or inconclusive. Potency is the fitted concentration of half-maximal effect.
SMILES,Rab9 prom act,RORg inh,MBNL1 CUG block,BRCA1 expr act,FLuc modulator,ELG1 genotoxic,VP16 counter,p53 reactivation,NPC1 promoter act,uPA generation
CC1=C(C(=O)OCc2ccccc2)C(c2cccs2)N2C(=O)CCSC2=N1 (stereo not drawn),1%,41%,8%,2%,-14%,-2%,5%,0%,-3%,0%
Cc1ccc(-n2ncc3c(=O)n(CC(=O)N(C)C)cnc32)cc1,-4%,5%,-3%,-3%,-4%,5%,1%,6%,0%,-3%
CC(C)CCN(C(=O)Nc1ccc(Cl)cc1)C1CCN(C(C)C)CC1,11%,17%,-8%,28%,-11%,-3%,-13%,20%,2%,4%
CCOC(=O)CNC(=O)c1nn(-c2ccc(OCC)cc2)c(=O)c2ccccc12,0%,9%,u,19%,-10%,-5%,-11%,-1%,1%,9%
COc1ccc(/C=C/C(=O)Nc2ccc(C)cc2)cc1S(=O)(=O)N1CCOCC1,-12%,30%,7%,20%,-4%,-14%,-2%,-3%,-4%,-8%
Cc1[nH]n(-c2ccccc2)c(=O)c1/C=N/c1ccccn1,-1%,-4%,14%,16%,u,2%,-6%,9%,0%,5%
Cc1cccc(NCC(=O)N/N=C\c2ccc[nH]2)c1,-6%,8.9µM*,0%,2%,-4%,-1%,u,-1%,-26%,-5%
CCCc1nnc(NC(=O)CCC(=O)NCCc2ccc(Cl)cc2)s1,-1%,-20%,-2%,0%,0%,1%,-3%,8%,-1%,1%
CC1CCCC(NC(=O)CNC(=O)c2cccs2)C1C (stereo not drawn),10%,x,x,11%,0%,9%,x,8%,-1%,0%
COc1ccc(C(=O)Oc2cc(C)[nH]c(=O)c2[N+](=O)[O-])cc1,1%,-7%,-34%,2%,4%,1%,-15%,-5%,-2%,-2%
CCCCOC(=O)n1ccc(C(=O)Nc2ccccc2OC)n1,4%,14%[10 µM],3%,5%,-4%,3%,4%,5%,-28%,-5%
Cc1cc(C(C)(C)C)cc(S(=O)(=O)Nc2cccc(C(=O)O)c2)c1C,1%,-4%,-14%,1%,0%,-2%,9%,-1%,3%,-1%
Cc1ccccc1NC(=S)N1CCCCCC1,-4%,11µM*,1%,2%,1%,-3%,-27%,3%,-8%,0%
CC(C)(C)C1CCc2onc(C(=O)Nc3cccc(O)c3)c2C1 (stereo not drawn),-2%,-44%,4%,x,u,-4%,u,10%,-2%,x
CCOC(=O)c1cnc(SCc2nc(N)nc(Nc3ccc(C)cc3)n2)nc1N,0%,18%,3%,-38%,u,-5%,-1%,-8%,1%,-3%
Cc1ccc2[nH]cc(S(=O)(=O)c3ccc(F)cc3)c(=O)c2c1,-10%,u,-2%,0%,-1%,-10%,u,-4%,4%,8%
O=[N+]([O-])c1ccc(NC(=S)N2CCOCC2)cc1,-5%,1%,u,-9%,-17%,-1%,-4%,-6%,-3%,0%
O=C(Nc1ccn(-c2ccccc2)n1)c1ccc(Cl)cc1,16%,3%,x,60%,13µM*,10%,1%,u,13%,-8%
COc1cc(NS(=O)(=O)c2ccc(NC(=O)Cc3ccccc3)cc2)nc(OC)n1,-1%,11%,0%,-2%,-2%,-2%,-6%,0%,-3%,1%
COC(=O)c1cc(OC)c(OC)cc1NCC(=O)Nc1cccc(C(F)(F)F)c1,0%,u,x,-30%,6%,-7%,-7%,-6%,0%,0%

# An excerpt from above in order of their number in NPC1 promoter act, falling:
molecule | NPC1 promoter act
CC(C)CCN(C(=O)Nc1ccc(Cl)cc1)C1CCN(C(C)C)CC1 | 2%
CC1CCCC(NC(=O)CNC(=O)c2cccs2)C1C (stereo not drawn) | -1%
Cc1ccccc1NC(=S)N1CCCCCC1 | -8%

# (next part)
SMILES,Rab9 prom act,RORg inh,MBNL1 CUG block,BRCA1 expr act,FLuc modulator,ELG1 genotoxic,VP16 counter,p53 reactivation,NPC1 promoter act,uPA generation
CC1CCN(CCCNC(=O)C2CCC(CNS(=O)(=O)c3ccccc3)CC2)CC1 (stereo not drawn),0%,-10%,-3%,1%,3%,2%,-3%,u,-2%,-2%
Cc1ccccc1C(=O)c1cccn1CC(=O)NCC1CCCO1 (stereo not drawn),15%,0%,0%,6%,1%,0%,1%,2%,-3%,0%
N#CCCN(C(=O)CSc1n[nH]c(=O)[nH]c1=O)c1ccccc1,x,x,x,5%,x,0%,x,-8%,x,5%
Cc1ccn2c(Nc3ccccc3C)c(-c3cccnc3)nc2c1,2%,-2%,-12%,-21%,u,-9%,-4%,-4%,-3%,-5%
O=C(COC(=O)/C=C/c1ccc(Br)o1)NC1CCCCC1,-4%,x,x,-14%,14%,-2%,x,4%,-2%,7%
Cc1cccc(NC(=O)C23CCC(C)(/C(=N/O)C2)C3(C)C)c1 (stereo not drawn),5%,-32%,-7%,2%,1%,-3%,-17%,-7%,-5%,6%
COc1ccccc1Cn1c(=S)[nH]c2ccccc2c1=O,-1%,10µM*,8%,4%,-3%,0%,14µM*,-3%,1%,-3%
Cc1ccccc1N/C(SCc1ccc(Cl)cc1)=C(/C#N)C(N)=O,-11%,34%,11%,-54%,3%,-4%,0%,-6%,3%,-6%
COc1ccc(/C=N/NC(=O)c2ccc(CN3c4cccc5cccc(c45)S3(=O)=O)cc2)cc1,0%,-21%,185%[activator],-1%,-20%,0%,1%,-9%,2%,3%
Cc1ccc(C)c(C(=O)COC(=O)c2n[nH]c3ccccc23)c1,x,x,x,74%,x,-1%,x,u,x,5%
Cn1nc(OC(=O)Nc2ccc(F)cc2)cc1C(F)(F)F,u,20%,-4%,68%,u,6%,19%,7%,15%,0%
COc1cc2ccccc2cc1C(=O)Nc1nnc(-c2ccncc2)o1,-3%,7.1µM*,2%,-4%,-5%,-7%,10µM*,-4%,1%,4%
CCC1Oc2ccc(C)cc2N(CC(=O)N(Cc2ccc(C)o2)C2CCCC2)C1=O (stereo not drawn),-1%,u,-7%,-35%,-4%,-4%,u,7%,-3%,-2%
Cc1nc(CN(C)Cc2nc(Cc3ccccc3Cl)no2)cs1,16%,-16%,2%,17%,0%,3%,-2%,-1%,-2%,-2%
CCN(CC)C(=O)C1=C(C)Nc2nnnn2C1c1cccnc1 (stereo not drawn),-3%,9%,3%,0%,9%,-1%,-7%,-1%,-1%,-1%
CCCCC(=O)NC(Nc1sc2c(c1C(N)=O)CCCC2)(C(=O)OCC)C(F)(F)F (stereo not drawn),-1%,0%,4%[11.5 µM],-24%,3%,-3%,-6%,-2%,-3%,3%
CS(=O)(=O)N1CCN(c2nnc(-c3ccccc3)c3ccccc23)CC1,-5%,17%,1%,-7%,-1%,-1%,-1%,1%,-3%,-2%
CCC1CCCCN1C(=S)Nc1ccc(OC(F)F)cc1 (stereo not drawn),-6%,u,-17%,-11%,-18%,3%,u,-1%,-5%,5%
COc1cc(OC)cc(C(=O)OCC(=O)Nc2cccc(C(C)=O)c2)c1,9%,-4%,44%[activator],10%,0%,-3%,-20%,-7%,-1%,0%
CCOc1ccccc1CN1CCC(O)CC1,15%,-2%,3%,-2%,2%,1%,-5%,0%,-2%,1%
CCc1ccc(-c2cc(C)no2)cc1S(=O)(=O)NCCCN1CCN(c2ccccc2)CC1,-16%,2%,-14%,-46%,0%,-12%,0%,0%,-22%,u
CCOc1cc(C(=O)Nc2ccc3c4c(cccc24)C(=O)N3CC)cc(OCC)c1OCC,-5%,-25%,19%,-68%[inhibitor],0%,1%,22%,-10%,0%,x
COC(=O)c1cccc(N(CC(=O)NCC2CCCO2)C(=O)CCC(=O)Nc2cc(C)on2)c1 (stereo not drawn),10%,5%,-3%,10%,1%,1%,3%,-2%,-2%,7%
O=C(NCCCN1CCOCC1)c1cccc(S(=O)(=O)N2CCN(c3ccccc3)CC2)c1,2%,x,x,-5%,-1%,-3%,x,-1%,1%,10%
COc1ccc(NC(=O)N(Cc2ccc3c(c2)OCO3)C2CC(=O)N(c3ccc(OC)cc3)C2=O)cc1 (stereo not drawn),0%,2%,-1%,-9%,6%,-8%,16%,-5%,-5%,x
COc1ccc(CNC(=O)C2=CC(c3ccc(C)cc3)=NS(=O)(=O)N2C)cc1,11%,4%,9%,-3%,u,2%,2%,x,1%,-5%
COc1cccc(C(=O)Nc2ccccc2OC(F)(F)F)c1,-1%,-3%,-15%,9%,-3%,-3%,-15%,-4%,-4%,3%
COc1cccc(-c2cc(-c3cccnc3)nc(N)c2C#N)c1,-5%,12%,u,-15%,3%,10%,-10%,-1%,0%,-23%
COc1ccccc1OCc1nc(C#N)c(NCCCn2ccnc2)o1,-1%,21%,-4%,-30%,2%,-1%,-13%,-3%,-1%,4%
Cc1cc2nccc(-c3ccc(F)cc3)n2n1,-3%,28%,18%,-11%,1%,-8%,6%,0%,-6%,-4%
CC1CCN(S(=O)(=O)c2cc(C(=O)N3CCN(c4ncccn4)CC3)ccc2Br)CC1,0%,33%,x,-51%,1%,-2%,7.1µM*,-6%,-12%,-5%
COc1ccc(CNC(=O)CSc2nc3cccnc3s2)cc1,19%,20%,-8%,77%,u,5%,-3%,11%,9%,-13%
COc1ccc(N2CC(C(=O)OCC(=O)Nc3cc(C)on3)CC2=O)cc1 (stereo not drawn),-6%,-10%,-1%,-2%,-1%,-2%,-2%,5%,-2%,5%

# Bioassay records (PubChem BioAssay)
